V1R ag counter: agonists of human V1a receptor, primary screen, counter-screen for OXTR agonist project, fluorescence, CHO-V1R cells; AID 2797, 2010; activation, % at 3 µM; Vasopressin V1a receptor (Homo sapiens), P37288; Fluo-8 calcium fluorescence, agonist mode; 0% DMSO, 100% 3 nM vasopressin; actives 0.25% (n = 320,000);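 active = activation above the mean activation of all tested compounds plus 3 SD, per screening run, cut at about 20% in these data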;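 note: signal is peak over basal fluorescence ratio across a 100 second FLIPR read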
Target sequence (P37288 whole entry, looked up): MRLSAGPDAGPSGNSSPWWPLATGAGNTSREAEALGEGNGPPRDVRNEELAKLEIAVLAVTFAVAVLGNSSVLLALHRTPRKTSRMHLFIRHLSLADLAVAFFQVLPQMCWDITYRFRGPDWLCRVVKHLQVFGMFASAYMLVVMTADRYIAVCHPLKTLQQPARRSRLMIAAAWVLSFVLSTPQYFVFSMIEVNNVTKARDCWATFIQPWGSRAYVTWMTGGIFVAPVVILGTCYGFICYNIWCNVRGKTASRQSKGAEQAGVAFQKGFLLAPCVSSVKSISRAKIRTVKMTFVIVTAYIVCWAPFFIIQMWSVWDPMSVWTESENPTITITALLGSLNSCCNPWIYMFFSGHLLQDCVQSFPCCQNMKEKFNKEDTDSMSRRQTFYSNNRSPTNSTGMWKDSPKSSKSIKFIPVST
M1 ag: human M1 muscarinic receptor agonists, primary screen, Fluo-8 calcium fluorescence, CHO-K1 cells, HTS | CHO-K1 hM1, agonist mode; 0% DMSO, 100% acetylcholine EC100 | activation, % at 3 µM | AID 588814, 2011 | actives 0.33% (n = 360,000) | Muscarinic acetylcholine receptor M1 (Homo sapiens), P11229;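 active = activation above the run's mean compound activation plus 3 SD, cut at about 16% in these data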;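 note: peak over basal fluorescence ratio within a 140 s kinetic read after compound addition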
Target sequence (P11229 whole entry, looked up): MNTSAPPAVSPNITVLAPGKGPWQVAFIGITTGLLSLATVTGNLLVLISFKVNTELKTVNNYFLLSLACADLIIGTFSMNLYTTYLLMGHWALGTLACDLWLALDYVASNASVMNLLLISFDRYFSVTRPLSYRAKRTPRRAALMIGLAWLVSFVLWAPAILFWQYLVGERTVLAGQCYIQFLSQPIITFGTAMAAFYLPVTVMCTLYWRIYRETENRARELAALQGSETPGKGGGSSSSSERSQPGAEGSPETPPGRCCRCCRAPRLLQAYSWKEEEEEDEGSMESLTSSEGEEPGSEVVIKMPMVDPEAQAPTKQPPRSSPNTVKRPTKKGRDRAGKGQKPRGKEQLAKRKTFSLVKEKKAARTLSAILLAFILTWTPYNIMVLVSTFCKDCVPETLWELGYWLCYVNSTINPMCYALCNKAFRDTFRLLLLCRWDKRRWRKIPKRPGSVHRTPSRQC
TAAR1 antag: human TAAR1 antagonists, primary screen, Fluo-8 calcium fluorescence, CHO RD-HGA16 cells | actives 1.5% (n = 360,000) | AID 624466, 2012 | antagonist | Trace amine-associated receptor 1 (Homo sapiens), Q96RJ0 | inhibition, % at 3 µM;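 active = inhibition above a per-plate cutoff, the mean inhibition of test compounds on that plate plus 3 SD, cut at about 49% in these data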;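 note: 0% = DMSO plus EC80 beta-PEA response and 100% = DMSO alone without agonist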
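Test system: RD-HGA16 CHO cells with stable hTAAR1 and Gα16 / Probe or stimulus: EC80 β-phenethylamine stimulus / Times: seeding 17-24 h prior, 75-min 37 °C, 30-min RT dye loading / Detection: Fluo-8 calcium-sensitive fluorescence / Read-out basis: % inhibition scaled between DMSO and EC80 PEA controls / Repeats: singlicate, one well per test compound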
TAAR1 ag: human TAAR1 agonists, primary screen, Fluo-8 calcium fluorescence, CHO RD-HGA16 cells; actives 0.99% (n = 360,000); vehicle wells 0%, saturating PEA agonist 100%; activation, % at 3 µM; Trace amine-associated receptor 1 (Homo sapiens), Q96RJ0; AID 624467, 2012;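 active = activation above the mean activation of all test compounds in the run plus 3 SD, cut at about 38% in these data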
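Test system: RD-HGA16 (CHO) cells co-expressing Gα16 and hTAAR1 | Doses: Single dose, 3 µM | Schedule: 17-24 h seeding, 75 min 37 °C dye, 30 min RT | Evaluation: % activation from peak over basal fluorescence ratio, DMSO-to-PEA scaled | Technique: Kinetic Fluo-8 calcium fluorescence | Benchmarks: Low control DMSO, high control PEA (EC100)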
CHO parental Ca: ATP-evoked calcium signal inhibitors, parental CHO, primary screen, counter-screen for OX1R antagonist project, cell-based, fluorescence, Fluo-8 calcium dye | parental CHO-K1, ATP-induced calcium, Fluo-8 fluorescence | inhibition, % at 5.6 µM | actives 0.63% (n = 330,000);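 active = inhibition above that plate's mean sample inhibition plus 3 SD, cut at about 26% in these data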;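 note: 0% = ATP-challenged DMSO wells and 100% = DMSO wells without ATP; some compounds past the cut are filed as inactive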
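Material – parental CHO cells · Reagent – ATP stimulus · Compound – single nominal dose of 5.6 µM per compound · Detection – Fluo-8 fluorescence · Read-out basis – percent inhibition of calcium signal · Controls – ATP-challenged DMSO wells low, unchallenged DMSO wells high · Repeats – no replicates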
CHRM1 PAM: human M1 muscarinic receptor positive allosteric modulators, primary screen, CHO-K1 cells, Fluo-8 calcium fluorescence, 1536-well; Muscarinic acetylcholine receptor M1 (Homo sapiens), P11229; CHO-K1 hM1, ACh EC20; 0% = ACh EC20, 100% = maximal ACh; activation, % at 3 µM; actives 0.088% (n = 360,000); in the data active = activation above about 19%, passing the limit was not always enough
OXTR ag: human OXTR agonists, primary screen, fluorescence, CHO-OTR cells, Fluo-8 calcium; activation, % at 3 µM; Fluo-8 calcium fluorescence; normalized: DMSO 0%, oxytocin 100%; actives 0.32% (n = 320,000);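 active = activation above the mean of all tested compounds plus 3 SD, cutoff set per screening run, cut at about 20% in these data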;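 note: peak over basal fluorescence ratio from a 100 s FLIPR kinetic read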
OXTR potentiator: human OXTR potentiators, primary screen, fluorescence, CHO-OTR cells, Fluo-8 calcium; Oxytocin receptor (Homo sapiens), P30559; Fluo-8 calcium fluorescence, potentiator mode; 0% = oxytocin EC15, 100% = EC100; activation, % at 3 µM; actives 0.061% (n = 320,000);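 active = activation above that plate's cutoff, the mean activation of tested compounds plus 3 SD, cut at about 6.6% in these data, passing the limit was not always enough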;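 note: 100% uses oxytocin at 75 nM as the full agonist control; some results filed as inactive read as strong as hits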
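assay system = CHO-OTR cells, human receptor | schedule = compound 6 min at room temperature before oxytocin, 100 s read | detection = Fluo-8 intracellular calcium fluorescence, ex 470-495, em 515-575 nm | evaluation = normalized max/min fluorescence ratio, % activation | control set = EC15 oxytocin alone as 0%, 75 nM oxytocin (EC100) as 100%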
M1 antag: human M1 muscarinic receptor antagonists, primary screen, CHO-K1 cells, Fluo-8 calcium fluorescence, 1536-well. Muscarinic acetylcholine receptor M1 (Homo sapiens), P11229. CHO-K1 hM1, ACh EC80 antagonist. inhibition, % at 3 µM. actives 1.3% (n = 360,000). AID 588852, 2011;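 active = percent inhibition above its own plate's cutoff, namely the mean of that plate's compound wells plus 3 SD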;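 note: peak over basal fluorescence ratio during 140 s after agonist addition; 0% = ACh EC80 plus DMSO and 100% = DMSO alone without agonist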
* hit, by the source's call; · = not tested or not shown; & = joins results of further samples.

Order of results: V1R ag counter	M1 ag	TAAR1 antag	TAAR1 ag	CHO parental Ca	CHRM1 PAM	OXTR ag	OXTR potentiator	M1 antag
1) COc1ccc(N2C(=S)N=C(Nc3cccc(C)c3)C23CCCCC3)cc1
 : 1.1	-8	7	11	-15	6	-1.3	-6	-6
2) O=C(NC1CCN(c2ncccn2)CC1)c1c(F)cccc1F
 : 0.8	-1	-15	1	-7	16	1.1	-3	-14
3) CCN(CC)CCN(C(=O)C1=COCCO1)c1nc2cc(C)cc(C)c2s1
 : 0.9	-4	-13	4	-16	4	0.1	-5	-6
4) FC(F)(F)c1ccccc1Cc1c(-c2ccccc2)nc2ccc(Cl)cn12
 : ·	4	-17	1	·	3	·	·	-29
5) O=C(COC(=O)C12CC3CC(CC(C3)C1)C2)Nc1nc2c(F)c(F)c(F)cc2s1
 : 0.1	-7	5	1	-10	-1	-0.3	-4	0
6) O=C(Cc1nc2ccccc2[nH]1)c1ccc(Br)cc1
 : -1.6	-3	-8	0	-19	1	0.0	-3	-7
7) CC(=O)c1cccc(NC(=O)Nc2ccc(C(=O)N3CCCC3)cc2)c1
 : 0.0	-3	-1	9	-8	4	0.4	0	-4
8) O=C(Nc1ccccc1F)C1CCN(C(=O)Cc2ccccc2)CC1
 : -0.1	1	-13	12	-6	1	-1.2	-8	-29
9) CN1CCN(S(=O)(=O)c2cccc(C(=O)Nc3ccccc3N3CCCCC3)c2)CC1
 : -0.8	-4	-35	1	-13	0	0.1	-5	0
10) COc1ccc(NS(=O)(=O)c2cccc(-c3nnc4n3CCCCC4)c2)cc1
 : 0.1	-4	-9	2	-23	10	0.0	-19	1
11) CC(=O)c1c(C)[nH]c(C(=O)CN2C(=O)NC(C)(CCC(C)C)C2=O)c1C (stereo not drawn)
 : 0.9	1	15	24	-17	-4	0.4	-9	20
12) CCC(CC)C(=O)Nc1nnc(S(=O)(=O)N2c3ccccc3CC2C)s1 (stereo not drawn)
 : 2.6	-4	-3	0	1	-12	0.0	-10	13
13) O=S1(=O)CCC(NC(=S)NCCNC(=S)NC2CCS(=O)(=O)C2)C1 (stereo not drawn)
 : -0.3	-5	-2	1	3	8	-1.1	-3	-13
14) CC(=O)Nc1ccc(CN2C(=O)C(Cc3ccccc3)ON=C2c2cccc(F)c2)cc1 (stereo not drawn)
 : ·	0	42	9	·	-2	·	·	-8
15) COc1ccc(C(=O)Nc2cccc3cccnc23)cc1OC
 : -0.1	-5	-5	8	-15	3	-1.8	-5	-6
16) Cc1ccc(OC(C)C(=O)Nc2ccc3c(c2)n(C)c(=O)n3C)c(C)c1 (stereo not drawn)
 : ·	-3	-13	2	·	1	·	·	-2
17) CC(=O)Nc1ccc(NC(=O)c2ccc3sc([C@H]4C[C@H](O)[C@@H](CO)O4)nc3c2)cc1
 : ·	0	4	0	·	10	·	·	-15
18) CC(C)C1N(c2ccccc2)C(N)=C(C#N)C1(C#N)C#N (stereo not drawn)
 : 3.0	4	3	19	-8	-2	2.3	-8	-6
19) COc1cc(/C=C(\NC(C)=O)C(=O)Nc2cccc(O)c2)ccc1OC(C)=O
 : 0.0	-1	7	1	0	-4	-0.5	-1	6
20) O=C(Nc1ccccc1)C1=C[C@@H](c2ccccc2)C[C@@H](OCc2ccc(CO)cc2)O1
 : 0.4	-4	9	4	-18	4	0.5	-7	6
21) O=C(OCc1cccc([N+](=O)[O-])c1)c1cc2ccccc2oc1=O
 : -0.1	-1	0	1	-12	19	-0.1	3	-26
22) CCN(CC(=O)NC(c1ccccc1)c1ccccc1)Cc1nc2ccccc2c(=O)[nH]1
 : 0.5	-3	-10	15	-29	1	-1.8	-9	3
23) c1ccc(CN2CCC(N3CCN(Cc4ccc5c(c4)OCO5)CC3)CC2)cc1
 : 3.9	-4	-16	1	-3	-18	4.5	-8	24
24) COc1ccc(C(=O)/C=C/c2cn(CN3CCN(C)CC3)c3ccccc23)cc1
 : 0.5	-2	·	·	-7	1	1.1	-8	6
25) CCCc1cc(=O)oc2cc(C)cc(OCC(=O)Nc3ccc(CN4CCOCC4)cc3)c12
 : 1.5	-4	-13	5	-21	-11	3.4	-12	3
26) Nn1cc(-c2ccccc2)nc1SCC(=O)N1CCN(S(=O)(=O)c2ccc(Cl)cc2)CC1
 : 0.5	-3	22	3	-14	4	-0.2	-13	-4
27) COc1cc(C(=O)NCc2cccs2)ccc1OCc1c(C)noc1C
 : 1.6	-3	6	0	-16	16	2.7	-1	-10
28) COCCn1c(SCc2c(F)cccc2Cl)nc2c1c(=O)[nH]c(=O)n2C
 : 0.0	-4	8	11	-20	-3	-1.5	-5	13
29) O=C(O)c1nn(-c2ccccc2-c2n[nH]c(=O)[nH]c2=O)c(=O)[nH]c1=O
 : -0.2	·	·	·	-4	·	-0.2	-18	·
30) O=C(Nc1ccccc1)c1cc2n(n1)C(C(F)(F)F)CC(C1CC1)N2 (stereo not drawn)
 : 0.9	-6	-5	5	-13	7	-0.2	1	-6

Screen by screen, quoted from above:
Entries 11–22 in M1 antag read 20, 13, -13, -8, -6, -2, -15, -6, 6, 6, -26, 3
Entries 11–22 in TAAR1 ag read 24, 0, 1, 9, 8, 2, 0, 19, 1, 4, 1, 15
Entries 11–22 in CHO parental Ca read -17, 1, 3, ·, -15, ·, ·, -8, 0, -18, -12, -29

(more compounds)
Order of results: V1R ag counter	M1 ag	TAAR1 antag	TAAR1 ag	CHO parental Ca	CHRM1 PAM	OXTR ag	OXTR potentiator	M1 antag
31) O=C(O)CCN1CC2([N+](=O)[O-])CC=C(OCCO)C([N+](=O)[O-])(C1)C2 (stereo not drawn)
 : 6.8	-4	-4	7	-11	-3	-0.6	-9	-7
32) COc1ccc(NC(=O)C2(C)Cc3c(-c4ccc(N(C)C)cc4)ccnc3O2)cn1 (stereo not drawn)
 : ·	1	-17	0	·	14	·	·	-11
33) O=C(NC1CCCCC1)c1ccccc1NC(=S)NC(=O)C1CCC1
 : -0.8	-10	-3	0	-11	11	-1.8	3	-13
34) CCOC(=O)c1cnc2ccc(Cl)cc2c1NCCN(C)C
 : 0.0	-6	13	5	-1	-5	-0.1	-8	-33
35) O=C(O)C(Cc1ccc(O)cc1)N1C(=O)c2ccccc2C1=O (stereo not drawn)
 : 0.3	-2	3	0	-5	4	0.9	-6	-5
36) CSc1ccc(CCNC(=O)CCc2nnc3ccc(N4CCC5(CC4)OCCO5)nn23)cc1
 : 3.2	-7	-5	3	-15	15	0.5	-8	-15
37) Cc1cc(C)nc(NC(=O)Cc2cccs2)n1
 : 1.8	-2	12	4	-4	5	0.6	-4	-7
38) O=C(C1=C(O)C(=O)N(CCc2ccccc2)C1c1cccs1)c1ccco1 (stereo not drawn)
 : 0.9	-2	-38	27	-10	13	0.7	-4	-8
39) Cc1occc1C(=O)N1CCN(c2ccc(Cl)c(Cl)c2)CC1
 : 10.0	0	9	19	-11	-6	13	-8	16
40) COC(=O)c1ccccc1CSc1nsc(/C=C/N(C)C)c1C#N
 : 0.6	-3	·	·	-8	8	0.2	-4	-11
41) COc1ccc(C2CC(c3ccccc3)=NN2C(=O)COC(=O)c2ccc(Cl)nc2)cc1 (stereo not drawn)
 : 0.8	-6	13	1	-12	-2	-0.4	-5	3
42) C/C(=N\NC(=O)C(=O)Nc1cccc(Cl)c1)c1ccncc1
 : 10	0	29	7	6	-1	15	-12	8
43) COc1ccccc1OC(C)C(=O)N1CCC(Cc2ccccc2)CC1 (stereo not drawn)
 : 4.3	3	16	13	-5	12	3.3	-6	-1
44) CCOC(=O)c1ccc2nc3c(cc2c1)CCS3
 : -0.5	-9	9	12	-32	4	-1.3	3	-10
45) O=C(NOCc1ccccc1)c1ccccc1
 : 1.4	-2	-10	7	-8&-2	-4	0.6	-3	7
46) COc1cc(/C=N\NC(=O)CC(=O)NCCc2ccccc2)ccc1O
 : 0.8	-8	-5	4	-13	3	-0.8	-20	-3
47) O=C(C(c1ccccc1)c1ccccc1)N1CCN(Cc2ccccn2)CC1
 : 0.7	-9	-1	2	-10	-6	-0.1	-8	-4
48) O=C(COc1cccc(Br)c1)Nc1ccc(Cl)c(S(=O)(=O)N2CCOCC2)c1
 : 8.7	1	46	14	3	-15	9.0	-9	8
49) CC(C)OCC(O)CN (stereo not drawn)
 : 1.3	-1	10	3	5	6	3.1	-5	-3
50) COc1ccc(-c2coc3c(C(=O)NCc4cccc(Cl)c4)cccc23)c(C)c1
 : ·	-1	31	0	·	-9	·	·	16
51) COc1ccc(S(=O)(=O)N2CCCCC2)cc1NC(=O)c1cc(C)on1
 : -0.5	-5	-26	10	-18	3	-2.1	-3	-7
52) CCOc1cccc(OCCCCN2CCCCC2)c1
 : 0.5	-7	-9	7	-9	-23	-0.1	-8	19*
